# Screening data: PubChem, National Center for Advancing Translational Sciences (NCATS)
# TRHR agonist: TRH receptor (human) agonism | TRHR cells, calcium flux fluo-8, FDSS agonist mode | activation, % at 2 µM | P34981 | 360,000 tested, 0.18% active; in the data active = activation above about 30%; also: 0% is about no effect
#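 TRHR-expressing cells, plated overnight in medium with 10% serum, were loaded with fluo-8 calcium dye at room temperature. After a 10 s baseline, library compound was pin-added and calcium release was recorded kinetically (ex 480/em 530) as agonist response.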
# TrxR1 substrate: rat thioredoxin reductase 1 substrate activity | Potency, µM (doses to about 114 µM), for the others: at the top dose activity change, negative = substrate turnover | 390,000 tested, 0.01% active | purified TrxR1 substrate turnover, NADPH consumption readout | AID 588456 | O89049; also: potency is read from the fitted curve at half-maximal effect; % is scaled to controls: 0 for no effect and ±100 for the full control effect; nearly all actives have a fitted effect of over 50% in size
# Target sequence (O89049 whole entry, looked up): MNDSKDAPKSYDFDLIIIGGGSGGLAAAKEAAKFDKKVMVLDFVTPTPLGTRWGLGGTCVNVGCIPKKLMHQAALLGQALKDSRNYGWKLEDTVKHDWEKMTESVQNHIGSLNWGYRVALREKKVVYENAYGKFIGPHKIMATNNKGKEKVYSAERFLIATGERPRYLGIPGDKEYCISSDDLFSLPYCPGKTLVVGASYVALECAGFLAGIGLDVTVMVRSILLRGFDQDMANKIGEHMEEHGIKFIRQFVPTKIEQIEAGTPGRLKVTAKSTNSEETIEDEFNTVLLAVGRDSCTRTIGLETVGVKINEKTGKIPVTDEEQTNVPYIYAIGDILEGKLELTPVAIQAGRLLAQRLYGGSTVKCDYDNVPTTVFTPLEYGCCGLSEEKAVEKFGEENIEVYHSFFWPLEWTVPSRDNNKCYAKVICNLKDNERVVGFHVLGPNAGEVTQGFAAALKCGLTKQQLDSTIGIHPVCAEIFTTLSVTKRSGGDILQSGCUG
#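 Rat TrxR1, dispensed at 90 nM, was prereduced with 400 uM NADPH (final) for 5 min at ~22 deg C, then incubated with compound 15 min before 400 uM selenite. A first-read NADPH fluorescence drop versus no-compound background flagged substrates.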
# TRHR PAM: allosterically enhances the human TRH receptor. AID 493056. enhancement, % at 2 µM. P34981. TRHR cells, fluo-8 calcium fluorescence, EC20 TRH enhancement. 360,000 tested, 0.66% active; in the data active = enhancement above about 30%; also: 0% is about no effect
#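 TRHR-expressing cells loaded with fluo-8 calcium dye were read kinetically (ex 480/em 530) during compound addition, then stimulated with an EC20 of TRH (10 nM final). Enhancement of the Gq-mediated intracellular calcium response was scored.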
# D2 ag: D2 dopamine receptor (human) agonism; P14416; HEK293 T-REx D2 cells, calcium flux agonist mode; activation, % at 2 µM; 340,000 tested, 0.53% active; AID 485358;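 active = activation over 3 SD above normal in the single-dose calcium agonist read, cut at about 30% in these data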; also: 0% is about no effect
#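 Agonism scored from kinetic calcium signal (1 read/sec, 180 s) following compound pin transfer, after a 10 s baseline. Cells: HEK293 Trex line expressing inducible D2 receptor coupled to calcium, dye-loaded after overnight culture at 30 C.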
# USP1 inh: USP1/UAF1 (human) deubiquitinase inhibition | recombinant USP1/UAF1, Ub-Rhodamine cleavage fluorescence | 390,000 tested, 0.23% active | AID 743255 | Potency, µM (doses to about 57.1 µM), inactives show at the highest dose activity change, negative = inhibition, hits mostly inhibitors; also: potency is read from the fitted curve at half-maximal effect; % is scaled to controls: 0 for no effect and ±100 for the full control effect; nearly all actives have a fitted effect of over 60% in size; inactives centre near -12
#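 Step one: compound is pinned into 1nM USP1/UAF1 in HEPES pH 7.8 buffer with TCEP. Step two: 15 min room-temperature incubation. Step three: Ub-Rho (150nM final) starts cleavage, tracked by fluorescence over six one-minute reads.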
# D2 antagonist: antagonists of human D2 dopamine receptor; HEK293 TREx D2 cells, calcium flux, dopamine EC80; inhibition, % at 10 µM; 340,000 tested, 2% active; in the data active = inhibition above about 30%; also: 0% is about no effect
#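 Antagonism is scored as inhibition of an EC80 dopamine-evoked calcium signal in a force-coupled, tetracycline-inducible HEK293 T-REx D2 line, with compound present 180 s before agonist.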
# mIDH1 inhibitor: human IDH1 R132H inhibition. IDH1-R132H enzyme, NADPH consumption, diaphorase/resazurin fluorescence. Potency, µM (top dose mostly 76.6 µM), for the others: at the highest dose activity change, negative = inhibition, most hits filed as inhibitors. O75874. 390,000 tested, 0.093% active. AID 602179; also: potency is read from the fitted curve at half-maximal effect; % is scaled to controls: 0 for no effect and ±100 for the full control effect; nearly all actives have a fitted effect of over 65% in size
# Target sequence (O75874 whole entry R132H, stated change not applied): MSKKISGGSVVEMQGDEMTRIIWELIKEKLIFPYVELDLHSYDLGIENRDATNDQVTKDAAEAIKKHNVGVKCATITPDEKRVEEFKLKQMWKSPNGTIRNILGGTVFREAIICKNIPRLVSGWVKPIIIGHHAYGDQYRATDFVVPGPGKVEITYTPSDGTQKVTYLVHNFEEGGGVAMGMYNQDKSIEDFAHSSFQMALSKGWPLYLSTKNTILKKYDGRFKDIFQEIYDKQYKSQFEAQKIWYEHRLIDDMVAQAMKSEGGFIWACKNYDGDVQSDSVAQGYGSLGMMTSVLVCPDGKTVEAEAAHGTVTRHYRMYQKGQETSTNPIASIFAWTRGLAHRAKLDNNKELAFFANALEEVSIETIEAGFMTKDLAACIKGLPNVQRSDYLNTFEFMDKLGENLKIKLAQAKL
#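 IDH1-R132H (0.5 ug/mL dispensed) in pH 7.5 Tris buffer was preincubated 30 min with compound, then given a substrate mix of 0.016 mM NADPH and 2 mM alpha-KG for 80 min at room temperature; remaining NADPH was read by diaphorase/resazurin fluorescence.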
# rTrxR1 inhibitor: rat TrxR1 inhibition. O89049. recombinant rTrxR1, NADPH fluorescence consumption, selenite substrate. Potency, µM (highest dose often 114 µM), for the others: at the top dose activity change, negative = inhibition, usual class: inhibitors. 390,000 tested, 1% active. AID 588453; also: potency is read from the fitted curve at half-maximal effect; % is scaled to controls: 0 for no effect and ±100 for the full control effect; nearly all actives have a fitted effect of over 65% in size
#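 Rat TrxR1 (90 nM in the dispensed reagent) was pre-reduced with 400 uM NADPH for 5 min at room temperature, then incubated with compound for 15 min. After 400 uM selenite was added, NADPH fluorescence (Ex 340/Em 450 nm) was followed for 8 min.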
# PI4K2A inh: blocks human PI4K2A kinase activity. purified PI4K2A, ADP-Glo luminescence, 1 h; hits give low values. activity change, negative = inhibition, % at 76.9 µM. 420,000 tested, 0.13% active. AID 1346378; in the data active = activity change below about -50%;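 also: -100% = wells without enzyme as full effect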
#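 PI4K2A activity was measured by ADP-Glo luminescence: enzyme (4 ug/mL stock) and phosphatidylinositol (1.2 mM stock) in Tris pH 7.5/MgCl2/EGTA/Triton X-100 buffer were reacted with ATP (300 microM stock) for one hour at ambient temperature.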
# Starred values were filed as active, the others as inactive; / = not tested or not shown; & = joins results of further samples; [ ] = remark or other dose. Unless noted, calls follow the shape of the dose curve; as a rule, active = well fitted inhibition curve with a large enough effect; inconclusive = small, poorly fitted or top-dose-only effect; inactive = no such curve, though single readings can be large or run the other way.
smiles	TRHR agonist	TrxR1 substrate	TRHR PAM	D2 ag	USP1 inh	D2 antagonist	mIDH1 inhibitor	rTrxR1 inhibitor	PI4K2A inh
CC1CC(C)CN(C(=O)CNC(=O)Cn2ccc3ccccc3c2=O)C1 (configuration not stated)	0.8	8%	-18	-1.2	-10%	9	0%	9%	-14
Cn1c(=O)n(C)c2cc(NS(=O)(=O)c3cccs3)ccc21	-0.4	6%	-11	0.5	-19%	-4	13%	12%	-2
Cc1ccccc1C(=O)c1cccn1CC(=O)NCCCN1CCCCC1	-0.4	-1%	-1	0.3	-20%	2	0%	0%	5
CCn1c(N)c(C(=O)COC(=O)CCc2nc3ccccc3c(=O)[nH]2)c(=O)[nH]c1=O	0.5	10%	6	0.9	-18%	-10	9%	7%	-1
O=C(CSc1nnnn1-c1ccc2c(c1)OCCO2)c1cccc2c1OCCO2	-0.2	2%[57.1 µM]	-7	0.7	-14%	17	4%	14%[57.1 µM]	7
CN(Cc1nc(-c2cnccn2)no1)Cc1cccc2ccccc12	1.7	5%	8	0.4	-8%	3	6%	18%	3
CCOC(=O)c1sc(NC(=O)c2cccc(S(=O)(=O)N3c4ccccc4CC3C)c2)cc1C (configuration not stated)	0.7	5%	7	/	-7%	/	-5%	-29%	2
O=C1c2ccccc2C(=O)N1CCc1ccccc1	/	9%[2.29 µM]	/	/	-9%	/	10%	19%[57.1 µM]	2
CCNc1ncnc2c1cnn2C1CCCCO1 (configuration not stated)	/	-14%	/	/	-3%	/	0%	-16%	2
O=C(CCSCCC(=O)NCc1cccs1)NCc1cccs1	0.1	-2%	1	-0.1	-26%	-8	-3%	-21%	-6
CCN(CC)C1Oc2cc3c(cc2C(c2cc(OC)c(OC)c(OC)c2)C1C)OCO3 (configuration not stated)	/	-9%	/	/	-5%	/	1%	-4%	-3
O=C(CN1C(=O)NC2(CCCc3ccccc32)C1=O)NCc1ccco1 (configuration not stated)	0.3	3%	-1	-0.4	-25%	-12	13%	9%	0
O=C(CSc1nc(O)c(Cc2ccccc2)c(=O)[nH]1)Nc1nc2c(s1)CCCC2	-0.2	-11%	-3	0.0	3%	-15	-5%	-35%	-2
CCOC(=O)C1CCN(S(=O)(=O)c2ccc(OCC(=O)OC)cc2)CC1	0.0	-4%	15	0.5	-5%	-5	1%	25%	3
CCc1nn(CC(=O)NCCCOC)c(=O)c2cc3ccccc3n12	-0.2	7%	-1	/	-21%	/	0%	-7%	-2
COc1ccc(CCNC(=O)C2=CCN(S(=O)(=O)c3ccc(F)cc3)CC2)cc1OC	0.0	-2%	-1	0.6	-6%	-12	5%	11%	3
O=C(NCc1ccccn1)c1ccc(NS(=O)(=O)c2cccc(Cl)c2)cc1	0.0	-6%	-6	0.8	1%	27	-3%	3%	0
O=c1c(-c2ccnn2-c2ccccc2F)cnc2n1CCS2	0.2	-7%	-5	1.2	5%	-5	-9%	-9%[57.1 µM]	-3
O=C(CCC(=O)N(CC(=O)NC1CCCCC1)Cc1ccco1)Nc1nccs1	-0.2	2%	-5	0.2	-7%	-8	0%	7%[57.1 µM]	-8
CN(C1CCCCC1)S(=O)(=O)c1ccc(F)c(C(=O)Nc2ccc(C(F)(F)F)cc2)c1	0.5	-6%[57.1 µM]	-6	/	-21%	/	24%	18%[57.1 µM]	2
COc1ccc(N2CC(O)=C(c3nc(-c4ccc(Br)cc4)cs3)C2=N)cc1	-0.5	3%	1	-0.2	-13%	0	-5%	10%	0
Cc1ccc(Cn2c(CN3CCN(c4cccc(Cl)c4)CC3)nc3c2c(=O)n(C)c(=O)n3C)cc1	0.7	-7%	14	0.8	-17%	/	1%	9%	-1
CCCCc1c(C)[nH]c2nc3ccccc3n2c1=O	0.3	9%[57.1 µM]	-3	0.1	-20%	-9	2%	17%[57.1 µM]	-5
COC(=O)c1c(-c2ccccc2)csc1N	0.0	-1%	-1	-0.8	-8%	6	13%	24%	5
Cn1c(N)c(C(=O)CSc2nnc3n2CCCCC3)c(=O)n(C)c1=O	/	-6%	/	/	-17%	/	1%	-4%	1
O=C(CNc1cccc(C(F)(F)F)c1)N/N=C/C1CCCCC1	0.5	-3%	6	1.4	-23%	-4	10%	-7%	-2
Cc1ccc(NC(=O)N2CC3CCCN3c3ccccc32)cc1Cl (configuration not stated)	0.4	0%[57.1 µM]	-9	-0.2	-21%	/	5%	6%[57.1 µM]	-7
COc1ccc(C2C=C(c3ccc(Cl)cc3)Nc3nc(-c4ccc(Cl)cc4)nn32)cc1 (configuration not stated)	-0.8	4%	0	0.6	-28%	/	-19%	12%	-2
C[C@H](CO)N1C[C@H](C)[C@@H](CN(C)S(=O)(=O)c2cn(C)cn2)Oc2c(NS(=O)(=O)c3ccc(F)cc3)cccc2C1=O	/	-2%	/	/	3%	/	-2%	11%	-3
COc1cc(Nc2nc3ccc(Cl)cc3n3cnnc23)cc(OC)c1OC	-0.5	-1%	-1	-1.8	-17%	-15	-16%	9%	-5

# 2 records drawn at random from those above, as already listed:
smiles	TRHR agonist	TrxR1 substrate	TRHR PAM	D2 ag	USP1 inh	D2 antagonist	mIDH1 inhibitor	rTrxR1 inhibitor	PI4K2A inh
Cn1c(N)c(C(=O)CSc2nnc3n2CCCCC3)c(=O)n(C)c1=O	/	-6%	/	/	-17%	/	1%	-4%	1
CCn1c(N)c(C(=O)COC(=O)CCc2nc3ccccc3c(=O)[nH]2)c(=O)[nH]c1=O	0.5	10%	6	0.9	-18%	-10	9%	7%	-1

# (list continues)
smiles	TRHR agonist	TrxR1 substrate	TRHR PAM	D2 ag	USP1 inh	D2 antagonist	mIDH1 inhibitor	rTrxR1 inhibitor	PI4K2A inh
CSc1nc(-c2ccco2)nn1C(=O)c1ccccc1	-0.3	-13%	18	-1.4	-18%	-9	3%	20µM*	-5
CC(C)(C)c1ccc(-n2ncc3c2CCCC3NC(=O)CCN2CCCC2=O)cc1 (configuration not stated)	-0.1	2%	3	0.2	-23%	15	-1%	20%	-1
CSc1ccccc1NC(=O)CN(C)C(=O)c1ccc2c(c1)OCCO2	-0.4	7%[57.1 µM]	3	0.2	1%	-25	6%	18%[57.1 µM]	-7
CCCn1c(SCC(=O)NCc2ccc3c(c2)OCO3)n[nH]c1=O	1.1	2%	5	0.3	-3%	-10	6%	20%	-2
Cc1ccc2c(c1)C(=O)N1[C@H]3c4cc(C)ccc4OC[C@@H]3[C@H](c3ccccc3)[C@]1(C)C(=O)N2	/	-2%[57.1 µM]	/	/	-18%	/	3%	-1%[57.1 µM]	-9
c1ccc(CCN2CN(CCCN3CCOCC3)c3nc4ccccc4n3C2)cc1	0.2	-3%	-5	56*	-16%	24	3%	-7%	3
O=C1NCCN1CCN1C(=O)c2ccccc2NC1c1ccccc1 (configuration not stated)	0.0	72%[activator][57.1 µM]	0	0.4	-2%	-8	21%	20%[57.1 µM]	1
CC(O)[C@H]1CNC(=S)N1CCc1cccc(F)c1 (some centres not stated)	0.3	1%[57.1 µM]	1	/	-17%	/	5%	-5%[57.1 µM]	5
COc1ccc(OCC(=O)NCc2n[nH]c(=O)c3ccccc23)cc1	-0.3	3%[57.1 µM]	0	-0.6	-21%	13	5%	10%[57.1 µM]	0
CCc1ccccc1NC(=O)c1noc2c1CC(C(C)(C)C)CC2 (configuration not stated)	0.1	-10%	6	0.3	-9%	/	-14%	-1%	0
COc1ccc(C)c2sc(N(CCCN(C)C)C(=O)c3ccc4c(c3)OCCO4)nc12	-0.3	-5%	-2	-1.5	0%	-27	-4%	2%	6
CCO[C@H]1OC(C(=O)N2CCN(Cc3ccc4c(c3)OCO4)CC2)=C[C@@H](c2ccc(C(F)(F)F)cc2)[C@@H]1CCCO	-0.2	-8%	0	-0.7	-17%	-11	7%	11%	2
CC(C)c1nnc(NC(=O)CCC(=O)NCc2cccs2)s1	0.1	-3%	5	0.3	-7%	6	-2%	6%	3
O=C(CSc1cccc[n+]1[O-])c1cc2ccccc2o1	-0.5	3%	2	1.5	3%	-11	-6%	-15%	0
Cc1ccc(S(=O)(=O)/N=c2\ccc(Cl)cn2C(F)F)cc1	-0.3	-9%	-3	-0.4	2%	-1	3%	-10%	3
O=C(COC(=O)c1cc[n+]([O-])cc1)NC(=O)c1ccc(OC(F)F)cc1	/	0%	/	/	-18%	/	4%	23%	3
COc1cc2c(cc1O)CC[n+]1cc3c(OC)c(OC)ccc3cc1-2	0.2	-17%	-2	1.2	-29%	0	-6%[38.3 µM]	-14%	4
Cc1oc(-c2ccccc2F)nc1CS(=O)(=O)CC(=O)NCCCN1CCc2ccccc2C1	-0.5	6%[57.1 µM]	2	-0.8	-18%	-10	0%	-1%[57.1 µM]	-2
Cc1ccc(CNC(=O)NCc2noc3ccc(C)cc23)cc1	-0.3	-1%	3	-1.1	-21%	/	0%	-3%	1
O=C(Cc1cccc(NC(=O)C2CCCN(C(=O)C3CC3)C2)c1)Nc1cccc(C(=O)N2CCCCC2)c1 (configuration not stated)	/	-3%	/	/	-2%	/	-1%[38.3 µM]	1%	1
COCCCNC(=O)c1c(NC(=O)Cc2coc3c(C)c(C)ccc23)sc2c1CCCC2	0.2	3%	-4	-0.6	-1%	/	4%	8%	2
Fc1ccc(-c2cc(-c3nc(-c4cccc(Cl)c4)no3)[nH]n2)cc1	0.4	-3%[57.1 µM]	4	/	5%	/	-11%	18%[57.1 µM]	3
CCNC(=O)CC1C(=O)N(c2ccc(C)cc2)C(=O)N1CCOC (configuration not stated)	1.0&0.4	-6%&1%	2&4	1.6	-7%&-1%	-4	-15%&-1%	16%[57.1 µM]	-1&-4

# The order is random; overall some 3.9% were active at least once.
